# Bioassay records deposited in PubChem by National Center for Advancing Translational Sciences (NCATS).
# FLuc counter = counter-screen for miR-21 project: firefly luciferase inhibitors or activators; AID 588342; Potency, µM (highest dose often 57.5 µM), without a hit: top-dose activity change, negative = inhibition, usual class: inhibitors; P08659; purified FLuc, Km substrates, luminescence inhibition; actives 6.9% (n = 360,000);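 note: potency is the fitted concentration of half-maximal effect; plate controls were vehicle for no effect and reference inhibitor for full effect; nearly all actives have a fitted effect of over 55% in size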
# Target sequence (P08659 whole entry, looked up): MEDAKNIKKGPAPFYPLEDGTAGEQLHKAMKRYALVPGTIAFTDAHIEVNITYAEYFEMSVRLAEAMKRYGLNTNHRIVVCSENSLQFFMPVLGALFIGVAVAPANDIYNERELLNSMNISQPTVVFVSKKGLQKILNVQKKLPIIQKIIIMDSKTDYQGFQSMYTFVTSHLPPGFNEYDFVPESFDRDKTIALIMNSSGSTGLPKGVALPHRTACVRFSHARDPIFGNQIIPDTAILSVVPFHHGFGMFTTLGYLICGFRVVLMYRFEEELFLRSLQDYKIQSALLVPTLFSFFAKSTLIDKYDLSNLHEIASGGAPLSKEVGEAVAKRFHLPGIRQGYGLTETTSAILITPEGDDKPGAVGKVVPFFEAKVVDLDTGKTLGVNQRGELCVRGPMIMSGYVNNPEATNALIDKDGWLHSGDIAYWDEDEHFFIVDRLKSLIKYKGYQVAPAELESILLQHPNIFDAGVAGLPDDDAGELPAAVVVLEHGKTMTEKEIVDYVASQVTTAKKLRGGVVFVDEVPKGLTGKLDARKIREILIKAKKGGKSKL
#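 Purified P. pyralis luciferase, 10 nM final, with Km-level 10 uM D-luciferin and 10 uM ATP in 50 mM Tris acetate pH 7.5, 10 mM Mg acetate, 0.01% Tween-20, 0.05% BSA; 6-point qHTS titration about 60 µM downward; luminescence read.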
# PKM2 act = activators of human pyruvate kinase M2; P14618; purified PKM2, Kinase-Glo ATP luminescence, activation; response scale: 0% is enzyme alone, no compound; Potency, µM (doses to about 57.5 µM), without a hit: at the top dose activation, usual class: activators; actives 0.34% (n = 260,000); AID 1631; note: potency is the fitted concentration of half-maximal effect; % is set by controls: 0 for no effect and ±100 for the full control effect; nearly all actives have a fitted effect of over 55% in size
#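 ATP formation by purified human PK-M2, quantified via coupled luciferase luminescence after 1 h at room temperature with 0.1 mM ADP and 0.5 mM PEP final.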
# NPC1 promoter act = activators of NPC1 promoter. Huh7 NPC1 promoter luciferase reporter, 24 h. Potency, µM (doses to about 9.22 µM), for the others: at the highest dose activation, usual class: activators. actives 2.4% (n = 320,000);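 note: potency is the fitted concentration of half-maximal effect; % of control where 0% means no effect; nearly all actives have a fitted effect of over 60% in size; reporter is driven by a mutant NPC1 promoter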
#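 Stably transfected Huh7 (NPC1 promoter→luciferase), 1500 cells/well in Opti-MEM + 10% FBS, 2 h settle, then compound 24 h at 37 °C. Luminescence after 10 min with Amplite reagent.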
# VP16 counter = counter-screen for ROR gamma inhibitors: Gal4-VP16 reporter. Drosophila S2 Gal4-VP16 UAS-luciferase, luminescence, 20 h. Potency, µM (top dose mostly 53.6 µM), inactives show at the top dose activity, negative = inhibition, most hits filed as inhibitors. actives 3.5% (n = 310,000). AID 2546;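 note: Gal4-VP16 expression switched on by copper sulfate through the metallothionein promoter; potency is the fitted concentration of half-maximal effect; % is set by controls: 0 for no effect and ±100 for the full control effect; nearly all actives have a fitted effect of over 50% in size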
# MBNL1 CUG block = inhibitors of human MBNL1 binding to CUG repeat RNA | Q9NR56 | TR-FRET MBNL1-His/biotin-(CUG)12 binding, 665/545 ratio | Potency, µM (titrated, usually from 57.5 µM), for inactives: at the top dose activity change, negative = inhibition, usual class: inhibitors | actives 0.036% (n = 280,000); active = well fitted inhibition curve with a large enough effect in the signal ratio, with a control signal flat, not every such curve was filed as active; inconclusive = small, poorly fitted or top-dose-only effect, or effect the other way, or a change in a side signal; inactive = no such curve, though single readings can be large or run the other way; the % refers to the signal ratio; note: potency is the fitted concentration of half-maximal effect; % is set by controls: 0 for no effect and ±100 for the full control effect
#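 TR-FRET between His-tagged MBNL1 and biotin-(CUG)12 RNA, detected with Tb anti-His antibody (0.055 ng/ul) and streptavidin-XL665 (5 nM), 60 min at room temperature. Compounds titrated 92 nM to 58 uM; 665/545 nm ratio normalized to buffer and complex controls.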
# Rab9 prom act = activates the Rab9 promoter; Huh7 Rab9 promoter-luciferase reporter, luminescence, 24 h; Potency, µM (doses to about 9.22 µM), without a hit: at the highest dose activation, negative = inhibition, usual class: activators; actives 2.8% (n = 320,000); note: potency is the fitted concentration of half-maximal effect; % of control where 0% means no effect; nearly all actives have a fitted effect of over 60% in size
#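 Steps: seed 1500 Huh7 Rab9-luc cells per well, rest 2 h at 37 °C; add compound in DMSO; incubate 24 h; add luciferase reagent, 10 min ambient; read luminescence.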
# ELG1 DNA repair = ELG1-dependent DNA repair inhibition; HEK293T ELG1-luciferase reporter, luminescence, 16 h; DNA damage induced by 5-fluorouridine; Potency, µM (series often up to 46.1 µM), for inactives: top-dose activity change, negative = inhibition, most hits filed as inhibitors; actives 2.3% (n = 330,000); AID 504467; note: potency is the fitted concentration of half-maximal effect; % is set by controls: 0 for no effect and ±100 for the full control effect; nearly all actives have a fitted effect of over 55% in size
#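 Step one: seed 2,000 cells per well. Step two: pin-transfer compound or DMSO alongside 5-fluorouridine. Step three: incubate 16 hr, 37 °C, 5% CO2. Step four: add ONE-Glo, wait 30 min, read luminescence.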
# Menin-MLL TR inh = inhibitors of human menin-MLL interaction, mutant MLL peptide. O00255. Menin + Texas Red MLL mutant peptide, fluorescence polarization. Potency, µM (highest dose often 61.6 µM), for the others: top-dose FP activity change, negative = inhibition, usual class: inhibitors. actives 0.23% (n = 270,000); active = well fitted inhibition curve with a large enough effect in the polarisation, with a control signal flat, not every such curve was filed as active; inconclusive = small, poorly fitted or top-dose-only effect, or effect the other way, or a change in a side signal; inactive = no such curve, though single readings can be large or run the other way; the % refers to the polarisation; note: potency is the fitted concentration of half-maximal effect; % of control where 0% means no effect; many of its hits are not listed in these tables
# RORg inh = inhibitors of mouse ROR gamma transcriptional activity; P51450; Drosophila S2 Gal4-RORgamma UAS-luciferase reporter, 20 h; Potency, µM (top dose mostly 53.6 µM), inactives show top-dose activity change, negative = inhibition, usual class: inhibitors; actives 5.4% (n = 310,000); AID 2551; note: potency is the fitted concentration of half-maximal effect; % is set by controls: 0 for no effect and ±100 for the full control effect; nearly all actives have a fitted effect of over 60% in size
# Target sequence (P51450 whole entry, looked up, the tested form may be a part): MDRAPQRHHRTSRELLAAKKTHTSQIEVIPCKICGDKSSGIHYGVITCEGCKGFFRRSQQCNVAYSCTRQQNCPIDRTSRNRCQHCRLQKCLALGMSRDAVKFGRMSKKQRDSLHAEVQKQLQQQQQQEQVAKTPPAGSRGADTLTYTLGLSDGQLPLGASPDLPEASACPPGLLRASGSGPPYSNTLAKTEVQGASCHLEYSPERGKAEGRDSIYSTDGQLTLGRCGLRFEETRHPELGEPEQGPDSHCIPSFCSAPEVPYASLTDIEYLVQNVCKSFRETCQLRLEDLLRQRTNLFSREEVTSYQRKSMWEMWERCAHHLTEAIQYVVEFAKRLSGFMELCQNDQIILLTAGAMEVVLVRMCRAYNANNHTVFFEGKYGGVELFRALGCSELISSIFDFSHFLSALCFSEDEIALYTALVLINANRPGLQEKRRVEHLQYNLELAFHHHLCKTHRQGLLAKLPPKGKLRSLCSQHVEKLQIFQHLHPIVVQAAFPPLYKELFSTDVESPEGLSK
#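 ROR gamma transcriptional activity was tracked as Gal4-UAS luciferase output in stably transfected Drosophila Schneider cells, with compound added 1 hr before 700 uM copper sulfate induction and a 20 hr ambient-temperature incubation.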
# KCNH2 3.1 inh = inhibitors of human KCNH2 3.1 potassium channel isoform; AID 720553; activity change, % (tested at about 1.8 µM); actives 0.95% (n = 340,000); U2OS KCNH2 3.1, thallium flux FluxOr; stronger effect = lower value;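 active = maximum activity change below -70%; inconclusive = maximum activity change from -70% to -50%; inactive = maximum activity change above -50%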;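 note: thallium influx rate constant from kinetic fluorescence after stimulation buffer; % is set by controls: 0 for no effect and ±100 for the full control effect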
#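 We transduce U2OS cells with the mutant 3.1 virus, culture them overnight, load FluxOr with Red40 quencher for 45 min, then add stimulation buffer and read kinetically for 2 min to derive a normalized rate constant.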
# Mito fusion yeast = blocks mitochondrial division or promotes mitochondrial fusion. S. cerevisiae fusion-defective mutant growth rescue, CellTiterGlo 48 h. Potency, µM (doses to about 46.1 µM), inactives show at the highest dose growth rescue (activation), usual class: activators. actives 0.23% (n = 320,000). AID 485298;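 note: potency is the fitted concentration of half-maximal effect; % of control where 0% means no effect; nearly all actives have a fitted effect of over 45% in size; temperature-sensitive fusion mutants such as fzo1-1 at 37 °C on non-fermentable ethanol glycerol medium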
#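 Growth-rescue viability read-out: after 48 h at the non-permissive 37C in glycerol/ethanol YPEG, yeast mitochondrial fusion mutants are measured by CellTiterGlo luminescence; compounds (23 nl pinned per well) restoring growth score as division inhibitors or fusion activators.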
# An asterisk follows results filed as active; ? = inconclusive; . = no result given; [ ] = remark or other dose. Unless noted, calls come from the whole dose curve; as a rule, active = well fitted curve in the direction sought with a large enough effect; inconclusive = small, poorly fitted or top-dose-only effect, or another doubt; inactive = no such curve, though single readings can be large; an effect the other way counts as inactive or inconclusive.
# The opening 7 entries, ahead of the listing:
SMILES	FLuc counter	PKM2 act	NPC1 promoter act	VP16 counter	MBNL1 CUG block	Rab9 prom act	ELG1 DNA repair	Menin-MLL TR inh	RORg inh	KCNH2 3.1 inh	Mito fusion yeast
O=c1/c(=C\c2ccc3c(c2)OCO3)sc2n1CCCN=2	4.3µM*	-16%	0.89µM*	-25%	?	3.5µM*	?	0%	?	-9	0%
Cc1cc(C)cc(OC(=O)C23CCC(C)(C(=O)O2)C3(C)C)c1 (centres undefined)	2%	-16%	-3%	10%	-2%	0%	12%	-11%	-13%	13	-3%
COc1ccc(OCCC(=O)OCC(=O)NC(=O)NC(C)(C)C)cc1	1%	-2%	0%	2%	-2%	-1%	?	-8%	-19%	9	5%
O=C(CSc1ncnc2scc(-c3ccc(Cl)cc3)c12)NCc1ccc2c(c1)OCO2	6%	6%	-1%	-3%	2%	-1%	?	15%	-12%	-5	3%
COc1ccc(/C=C2\SC(=O)N(CCC(=O)Nc3ccccc3)C2=O)cc1OC	2%	4%	-4%	-18%	.	3%	-10%	?	3%	0	-3%
Nc1nnc(-c2ccccc2Cl)s1	-15%	2%	3%	2%	6%	-2%	0%	1%	-5%	-4	10%
CCN(Cc1ccccc1)c1c(C(=O)O)cnc2c1cnn2C	-4%	0%	-4%	2%	1%	-6%	-4%	-8%	-22%	4	0%

# Main list (from the top)
SMILES	FLuc counter	PKM2 act	NPC1 promoter act	VP16 counter	MBNL1 CUG block	Rab9 prom act	ELG1 DNA repair	Menin-MLL TR inh	RORg inh	KCNH2 3.1 inh	Mito fusion yeast
O=c1/c(=C\c2ccc3c(c2)OCO3)sc2n1CCCN=2	4.3µM*	-16%	0.89µM*	-25%	?	3.5µM*	?	0%	?	-9	0%
Cc1cc(C)cc(OC(=O)C23CCC(C)(C(=O)O2)C3(C)C)c1 (centres undefined)	2%	-16%	-3%	10%	-2%	0%	12%	-11%	-13%	13	-3%
COc1ccc(OCCC(=O)OCC(=O)NC(=O)NC(C)(C)C)cc1	1%	-2%	0%	2%	-2%	-1%	?	-8%	-19%	9	5%
O=C(CSc1ncnc2scc(-c3ccc(Cl)cc3)c12)NCc1ccc2c(c1)OCO2	6%	6%	-1%	-3%	2%	-1%	?	15%	-12%	-5	3%
COc1ccc(/C=C2\SC(=O)N(CCC(=O)Nc3ccccc3)C2=O)cc1OC	2%	4%	-4%	-18%	.	3%	-10%	?	3%	0	-3%
Nc1nnc(-c2ccccc2Cl)s1	-15%	2%	3%	2%	6%	-2%	0%	1%	-5%	-4	10%
CCN(Cc1ccccc1)c1c(C(=O)O)cnc2c1cnn2C	-4%	0%	-4%	2%	1%	-6%	-4%	-8%	-22%	4	0%
Cc1cccc(NC(=O)CNC(=O)c2cccs2)n1	-3%	.	-2%	.	.	-3%	22%	.	.	2	-5%
CCN(CC(=O)Nc1ccc(NC(C)=O)cc1)C(=O)/C=C/c1ccc(S(=O)(=O)N2CCCCCC2)cc1	-1%	2%	0%	-6%	?	6%	-3%	29%	-5%	3	1%
CC(=O)Nc1cccc(NC(=O)CSc2ncc(-c3ccc(Cl)cc3)n2Cc2ccco2)c1	2%	-6%	-5%	?	-2%	-21%	?	22%	?	-6	?
O=C(NC(Cc1ccccc1)C(=O)O)/C(=C\c1ccc(F)cc1)NC(=O)c1ccco1 (centres undefined)	0%	0%	0%	-16%	-8%	0%	18%	-11%	-7%	5	-6%
Cc1ccccc1CSCC(=O)Nc1ccccc1F	?	0%	27%	-7%	-11%	21%	?	6%	16%	26	-3%
Oc1ccccc1CNCc1ccccc1	4%	-6%	-1%	22%	-4%	0%	11%	-4%	-9%	5	14%
Cc1cc2cc(CN(Cc3nnnn3C3CCCCC3)CC3CCCO3)c(=O)[nH]c2cc1C (centres undefined)	-2%	0%	-3%	1%	13%	-2%	-1%	-5%	7%	7	1%
CC1(NC(=O)c2cccc(S(=O)(=O)N3CCCc4ccccc43)c2)CCS(=O)(=O)C1 (centres undefined)	2%	.	-1%	.	.	-8%	0%	.	.	-16	2%
CCc1ccccc1NC(=O)NCc1ccccn1	2%	-6%	-4%	2%	5%	5%	-2%	.	-2%	8	1%
Cc1cc(C)c2c(=O)[nH]c(SCC(=O)N3CCOCC3)nc2n1	-23%	0%	1%	-2%	-18%	0%	6%	6%	-4%	-3	1%
Cc1cc(C)nc(N/N=C/c2ccc(N3CCOCC3)cc2)n1	1%	-1%	-7%	-12%	?	-18%	-1%	20%	-45%	3	-5%
CC(C)=CCC/C(C)=C/CC(C)(C)CNCCN1CCNCC1	9%	-1%	-6%	-3%	-24%	0%	-8%	?	-20%	.	-5%
c1ccc(-c2oc3ncnc(NCCCn4ccnc4)c3c2-c2ccccc2)cc1	-5%	-1%	-1%	?	13%	-2%	?	14%	22µM*	-33	-1%
O=C(C1CCN(S(=O)(=O)N2CCCCC2)CC1)N1CCCCC1	3%	-13%	0%	-11%	-17%[11.5 µM]	-5%	5%	-2%	18%	5	.
O=C(Nc1ccc(F)cc1F)NC1CCCCCCC1	12µM*	-1%	?	16%	-4%	?	?	.	3%	-5	-3%
CCN(CC)P(=O)(/C(Cl)=C\Nc1c(C)n(C)n(-c2ccccc2)c1=O)N(CC)CC	2%	5%	7%	-4%	2%	-1%	22%	-7%	2%	-2	-5%
C/C(CC(=O)c1ccccc1)=N\NC(=O)CC#N	6%	2%	0%	?	1%	1%	14%	0%	4µM*	45	1%
CN(C)C(CNC(=O)c1ccc(Br)cc1)c1ccco1 (centres undefined)	1%	.	-1%	21%	-1%	-6%	21%	-16%	7%	-1	-6%
O=S(=O)(Nc1nccs1)c1ccc(Br)cc1	-16%	1%	-5%	0%	-9%	-8%	2%	17%	0%	-3	7%
CCOc1ccc(CCN2C(=O)C(=O)N([C@H](CCCN(C)Cc3ccccc3)CNCc3ccccc3)C[C@@H]2C(C)C)cc1	-1%	7%	-1%	-1%	-10%	3%	5%	.	40%	.	-27%
O=C(NN1CCOCC1)c1ccc(S(=O)(=O)N2CCCCC2)cc1	-3%	4%	-2%	3%	-3%	2%	-24%	-7%	20%	-1	4%
COc1ccc2oc(C(=O)OC/C(O)=C(\C#N)c3nc4ccccc4[nH]3)c(C)c2c1	2%	-1%	-2%	-1%	16%	-2%	11%	.	?	-10	-6%
CCn1c(SCC(=O)c2ccc3c(c2)OCCO3)nnc1-c1ccco1	8.5µM*	22%	2%	22%	-5%	0%	16%	-9%	93%	-2	6%
CC(C)=NNc1nc2sc3c(c2c(=O)[nH]1)CC(C)(C)OC3	15µM*	-12%	1%	-3%	.	-4%	7%	1%	-13%	-1	6%
COc1ccc(C(C(=O)NCc2ccccc2)N(C(=O)c2snc(C(N)=O)c2N)C2CCCC2)cc1O (centres undefined)	-2%	.	-3%	-1%	13%	-1%	-2%	.	28%	6	4%
Cc1nn(-c2ccccc2)c(Cl)c1C(=O)OC(C)C(=O)NC(=O)NC1CCCCC1 (centres undefined)	0%	-12%	2%	-8%	2%	3%	?	-20%	29%	5	?
COC(Cc1n[nH]c(=S)n1-c1ccccc1)OC	0%	-8%	-5%	1%	-10%	2%	-2%	-9%	-42%	15	0%

# The list is partial; rates above refer to the full screens.
